Screens deposited in PubChem by National Center for Advancing Translational Sciences (NCATS).
WRN helicase inh: blocks human WRN helicase. WRN helicase unwinding, fluorescent forked duplex, kinetic. Potency, µM (highest dose often 114 µM), without a hit: at the highest dose activity change, negative = inhibition, most hits filed as inhibitors. actives 0.46% (n = 360,000). Q14191; note: potency is the fitted concentration of half-maximal effect; % is set by controls: 0 for no effect and ±100 for the full control effect; nearly all actives have a fitted effect of over 55% in size
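WRN at 20 nM final preincubated with compound 15 min at room temperature; reaction started with 100 nM fluorophore/quencher forked duplex oligonucleotide and 2 mM ATP final. Unwinding followed kinetically by red fluorescence (ex 525, em 598 nm).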
aSyn yeast inh: alpha-synuclein toxicity inhibition in yeast. Yeast expressing alpha-synuclein, growth rescue, BacTiter-Glo, 24 h. Potency, µM (doses to about 46.1 µM), for the others: at the highest dose growth rescue (activation), most hits filed as activators. actives 0.14% (n = 370,000); note: potency is the fitted concentration of half-maximal effect; % of control where 0% means no effect; nearly all actives have a fitted effect of over 65% in size
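Galactose-induced alpha-syn yeast (OD600=0.02, raffinose-pregrown) + pinned cpd, 24 hr, 30 deg C; growth by BacTiter-Glo luminescence. Growth restoration scores as activation.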
IL2 activator: activators of IL-2 | actives 0.065% (n = 360,000) | IL-2 activation reporter assay, cell-based qHTS; stimulated with anti-CD3/CD4/CD28 beads; in transgenic mouse T cells | AID 652025 | activation, % (series mostly up to about 46 µM); in the data active = activation above about 50%; inconclusive = mostly about 30% to 49%; note: 0% is about no effect
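Using fluorescent plate cytometry, EGFP and DsRed are detected in transgenic mouse T cells stimulated 18 h at 37 degrees C with antibody-coated beads after 60 min compound pretreatment.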
PI5P4K alpha inh: PI5P4K alpha (human) kinase inhibition. PI5P4Kalpha enzyme, ADP-Glo luminescence, 60 min; stronger effect = lower value. AID 652105. max response, %. actives 1.2% (n = 330,000); active = max response of -50% or lower; inconclusive = between -30% and -50%; inactive = -30% or higher; note: value at the top dose of about 77 µM; % is set by controls: 0 for no effect and ±100 for the full control effect
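PI5P4Kalpha ADP-Glo assay; 5 microM ATP final; 60 min RT reaction; HEPES pH 7.4/EGTA/CHAPS, 5% DMSO; controls lacking substrate or enzyme; luminescent end-point.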
Abeta rescue: restores growth of yeast expressing A-beta42 peptide; yeast expressing A-beta42, growth rescue, OD600, 48 h; response scale: 0% DMSO, 100% iron-clioquinol control; Potency, µM (titrated, usually from 46.1 µM), for the others: top-dose growth rescue, usual class: activators; actives 0.063% (n = 410,000); AID 1347071; note: potency is the fitted concentration of half-maximal effect; nearly all actives have a fitted effect of over 55% in size
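Growth rescue measured by 600 nm absorbance after 48 h yeast culture at 30 C with compound. Values normalized between DMSO and an equimolar ferric chloride plus clioquinol control.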
PLK1 PBD inh: PLK1 (human) polo-box domain binding inhibition | actives 2.8% (n = 360,000) | P53350 | Plk1 PBD binding of FITC phosphopeptide, fluorescence polarization | Potency, µM, inactives show max response, negative = inhibition, actives largely listed as inhibitors; note: potency is the fitted concentration of half-maximal effect; series mostly up to about 57 µM; % is set by controls: 0 for no effect and ±100 for the full control effect; nearly all actives have a fitted effect of over 65% in size
EPAC1 ag: EPAC1 (human) agonism; actives 0.073% (n = 360,000); Potency, µM (titrated, usually from 154 µM), for inactives: top-dose activation, usual class: activators; AID 720707; EPAC1 agonist qHTS, biochemical assay; response scale: 100% = response to 6.5 mM cAMP; O95398; note: potency is the fitted concentration of half-maximal effect; nearly all actives have a fitted effect of over 60% in size
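Compounds were pinned as a concentration titration into mixtures of EPAC1 (100 nM), BODIPY-GDP-loaded Rap1B (250 nM) and GDP (50 uM). After 5 min at room temperature, fluorescence was followed for 30 min; activity was scaled to 6.5 mM cAMP.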
FUS yeast rescue: suppressors of FUS proteinopathy in yeast; Potency, µM (doses to about 76.6 µM), without a hit: at the top dose growth rescue (activation), usual class: activators; actives 0.24% (n = 390,000); S. cerevisiae FUS-expressing, growth rescue, OD600, 24 h;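 note: potency is the fitted concentration of half-maximal effect; plate controls were DMSO vehicle for no effect and reference control for full effect; nearly all actives have a fitted effect of over 55% in size; some results filed as inactive show a strong effect at the top dose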
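Steps: raffinose overnight preculture; dilution to OD 0.005 in 2% galactose minimal medium; compound addition (concentration series); 24hr at 30C, 99% humidity; absorbance read at 600 nm.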
EPAC1 antag: antagonists of human EPAC1 | O95398 | Potency, µM (highest dose often 115 µM), without a hit: at the top dose activity change, negative = inhibition, hits mostly inhibitors | EPAC1 GEF assay, Rap1b-BODIPY-GDP exchange fluorescence | actives 0.14% (n = 360,000) | AID 720709;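 note: potency is the fitted concentration of half-maximal effect; plate controls were vehicle for no effect and positive control for full effect; nearly all actives have a fitted effect of over 50% in size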
An asterisk follows results filed as active; ? = inconclusive; . = not tested or not shown; & = joins results of further samples; [ ] = dose if it differs, or a comment. Unless noted, calls come from the whole dose curve; as a rule, active = well fitted curve in the direction sought with a large enough effect; inconclusive = small, poorly fitted or top-dose-only effect, or another doubt; inactive = no such curve, though single readings can be large; an effect the other way counts as inactive or inconclusive. Rows were taken by chance; about 4.1% have a hit in one of these screens.

SMILES	WRN helicase inh	aSyn yeast inh	IL2 activator	PI5P4K alpha inh	Abeta rescue	PLK1 PBD inh	EPAC1 ag	FUS yeast rescue	EPAC1 antag
O=C(Oc1ccc2ccccc2c1)c1cncc(Br)c1	6%	-1%	0.6	1	2%	-8%	10%	.	-11%
COCCOC(=O)C1=C(N)Oc2c(oc(CO)cc2=O)C1c1c(F)cccc1Cl (stereo not drawn)	1%	0%	-2.2	-3	-10%	-10%	-10%	-16%	2%
CCC1CN(C(=O)N2CCC(C(=O)NCCc3ccc(OC)cc3OC)CC2)c2ccccc2O1 (stereo not drawn)	0%	0%	-1.1	0	5%	-5%	4%	11%	-25%
CC(C)NC(=O)CN1CCN(c2ncccn2)CC1	2%	8%	1.0	.	-7%	-9%	12%	-19%	6%
CCN(CC)C1=N/C(=C\c2ccc(OC)cc2)C(=O)N1c1ccccc1	-19%[57.1 µM]	9%	-0.8	7	13%	5%	-6%	17%	-12%
O=C(O)C(C(=O)O)=C1C2CC3CC(C2)CC1C3	-29%	0%	-0.9	2	-5%	-3%	3%	-16%	-8%
CCOC(=O)c1c(NC(=O)CSc2nnc(-c3ccccc3C)n2C)sc(C(C)=O)c1C	?	2%	-1.7	?	-2%	-21%	2%	?	-23%
CC(NC(=O)CCC(=O)NCc1ccc(F)cc1)c1ccccc1 (stereo not drawn)	0%	5%	1.8	5	-9%	2%	10%	-15%	14%
Cc1ccc(/C=N/N(Cc2ccccc2)c2ccccc2)o1	1%	7%	0.1	-3	0%	-1%	5%	-14%	11%
Nc1nc2ccccc2n1/N=C/c1ccc(-c2ccccc2)o1	-7%	-5%	-0.3	-9	-30%	-6%	6%	.	-13%
Cc1ccc(S(=O)(=O)N2CCCCC2)cc1C(=O)Nc1ccc(N2CCOCC2)cc1	3%	-8%	-3.6	2	-15%	-16%	-4%	26%	10%
O=C(COc1ccc(Br)cc1)NNC(=S)NCc1ccccc1	-12%	11%	-3.5	-1	6%	-12%	-8%	-18%	-13%
COc1cc(/C=N/N(C)c2ccccc2)ccc1O	-1%	-1%	-1.0	1	-25%	-10%	21%	12%	-22%
CC(=O)CCc1ccc2oc(C(=O)O)c(C)c2c1	-23%[57.1 µM]	0%	-1.8	-14	15%	-7%	-4%	-14%	-3%
COc1ccc(OC)c(Nc2nc(NCCCN(C)C)nc(N)c2[N+](=O)[O-])c1	35µM*	-5%	-0.2	-7	-13%	-19%	5%	9%	0%
COc1ccc(OC)c(-n2c(=S)[nH]c3cc(C(=O)N(C)Cc4ccccc4)ccc3c2=O)c1	-4%	4%	-0.8	1	2%	-7%	-5%	-9%	-7%
C1=CC2(C=C1)OC21CCC2(C=CC3(C2)OC3C2CCCCC2)CC1 (stereo not drawn)	1%	7%	1.9	4	15%	-16%	-3%	-9%	-1%
Cc1c(C(=O)N2CCCC2)sc(NC(=O)c2cccc(Cl)c2)c1C#N	-33%	0%	0.2	.	0%	-11%	9%	-2%	7%
CC(C)C[C@H]1CN=C(Nc2ccccc2)N1CCCC1CCCC1	1%	-3%	-0.7	-22	2%	-22%	-21%	-15%	-21%
COc1ccc(C(=O)NCCNc2ncc(C(F)(F)F)cc2Cl)cc1[N+](=O)[O-]	-17%	0%	-5.3	17	1%	-2%	-6%	25%	-1%
O=C(Nc1nnc(C2CCCO2)s1)c1cccs1 (stereo not drawn)	-4%	-1%	-2.2	.	-18%	-19%	-6%	35%	-3%
Cc1nn(C(C)C(=O)NCc2ccccc2F)c(=O)c2nn(-c3ccccc3)c(C)c12 (stereo not drawn)	2%[57.1 µM]	0%	-2.5	10	-6%	-13%	-1%	-2%	2%
Cc1ccc(C)c(NC(=O)C2(C)CCN2C(=O)C(C)C)c1 (stereo not drawn)	1%	6%	-0.5	1	-8%	-9%	7%	-22%	2%
C[C@H]1CN(c2ccc(Br)cc2)C(=O)[C@@H]1CC(=O)Nc1ccc(Br)cc1	-1%	1%	-2.0	-2	6%	1%	-1%	-35%	1%
C/C(=N\NC(N)=O)c1cc(Cl)cc(Cl)c1O	-15%	-4%	-0.9	5	4%	-7%	9%	15%	-17%

New compounds follow
SMILES	WRN helicase inh	aSyn yeast inh	IL2 activator	PI5P4K alpha inh	Abeta rescue	PLK1 PBD inh	EPAC1 ag	FUS yeast rescue	EPAC1 antag
C[C@]12CCC(=O)C[C@@H]1CC[C@@H]1[C@@H]2CC[C@]2(C)[C@@H](C(=O)COC(=O)CCC(=O)O)CC[C@@H]12	-4%&-4%	25%&21%	-1.5&-0.1	-3&2	-3%&-5%	-7%&-15%	7%&1%	14%&12%	?
O=C1NCCOC(=O)[C@@H](Cc2ccc(F)cc2)C/C=C\C[C@@H]1CC(=O)N(CCO)Cc1ccccc1	1%	-2%	-2.5	1	-14%	-9%	-5%	?	4%
COC(=O)[C@]12CCCCC=C1N(Cc1ccccc1)C(=O)[C@H](CC(=O)NCc1cccs1)C2	-12%	0%	3.5	2	-1%	-13%	-5%	27%	-26%
CCN(C(=O)CSc1ncccn1)C1CCS(=O)(=O)C1 (stereo not drawn)	1%	1%	0.5	4	5%	-6%	2%	12%	11%
O=C(Nc1ccccc1C(=O)NC(Cc1ccccc1)C(=O)NC1CCCCC1)c1ccccc1 (stereo not drawn)	4%	-16%	-1.4	4	-6%	-13%	-13%	12%	12%
N#Cc1ccc(Cl)cc1NC(=O)COC(=O)c1ccc(S(=O)(=O)N2CCCC2)cc1	1%	-3%	1.7	-3	4%	0%	3%	0%	12%
CCCC(=O)N1CCN(c2ccc(NC(=O)c3cccs3)cc2Cl)CC1	12%	0%	0.4	2	-16%	-13%	0%	20%	-1%
COc1ccccc1-c1c(C)oc2cc(OC(=O)c3ccco3)ccc2c1=O	4%	-8%	-1.7	.	-16%	-7%	5%	10%	0%
Cc1cccc(NC(=O)COc2ccc3oc4c(c3c2)CCCC4)n1	9%	-6%	-0.3	.	-11%	-10%	0%	29%	-22%
Cc1nc(-c2ccc(S(=O)(=O)NCc3cccnc3)s2)cs1	2%	-10%	-0.5	-7	2%	-8%	3%	32%	5%
COc1ccc(N(CC(=O)Nc2ccc(C)c(C)c2)S(=O)(=O)c2c(C)n[nH]c2C)cc1	-15%	6%	0.6	18	20%	-10%	-8%	.	?
Cc1cccc(C)c1-n1nnnc1C(c1ccnc2ccccc12)N1CCN(C(=O)OCc2ccccc2)CC1 (stereo not drawn)	-1%	8%	0.7	0	2%	-8%	3%	-12%	-11%
CC1C(=O)OC2C1CCC1(C)CCC(=O)C(C)C21 (stereo not drawn)	3%	-2%	-0.3	-16	-15%	30µM*	7%	-14%	-7%
CC(Sc1nnc(-c2ccco2)n1C)C(=O)Nc1nccs1 (stereo not drawn)	-2%	-6%	0.0	1	-17%	-2%	8%	1%	-11%
Cc1cc(Cl)ccc1-c1cc2nc(NCCCN(C)C)n(C)c(=O)c2s1	3%	-5%	-0.7	6	-23%	-18%	-1%	9%	-2%
CN(C(=O)CC1C(=O)NCCN1Cc1ccc(F)c(F)c1)C1CCCCC1 (stereo not drawn)	-13%	-6%	-3.4	1	-4%	-5%	-3%	10%	-7%
Cc1ccc(-c2nn(C)c(=O)c3ccccc23)cc1CO	-1%	-1%	0.2	-8	-9%	-9%	11%	-6%	-6%
O=C(NC1CC2CCCC(C1)N2C(=O)Nc1ccccc1Cl)C1CC1 (stereo not drawn)	9%	-5%	0.7	6	3%	-11%	5%	20%	-17%
Cc1ccc(Cn2c(C)c3cnn(CC(=O)NC4CCCC4)c(=O)c3c2C)cc1	-2%	-11%	-1.9	0	0%	-4%	7%	-19%	-1%
CCOc1ccc2nc(SC3CC(=O)N(c4ccc(OC)cc4OC)C3=O)sc2c1 (stereo not drawn)	0%	28%	-0.6	0	9%	-5%	-3%	1%	-20%
CC1=CN2C(c3cccc([N+](=O)[O-])c3)=NON(c3ccc(C)cn3)C2C=C1 (stereo not drawn)	-2%	-11%	-0.1	3	-18%	-3%	2%	-2%	-3%
CCc1nc2ccc(C(=O)N(C)Cc3ccccc3)cn2c1N(C)Cc1ccc(OC)cc1	-1%[57.1 µM]	2%	-0.7	1	2%	1%	-10%	-1%	-9%
CCN=c1scc(C)n1/N=C/c1cc(Br)c(O)c(OC)c1	-8%	4%	0.9	-6	-1%	-14%	5%	32%	?
Cc1cc(S(=O)(=O)NC2CCCCC2)ccc1-n1cnnn1	-4%	2%	0.1	-6	-6%	2%	-7%	-8%	-23%
O=C(c1oc(=O)c2ccccc2c1-c1ccccc1)N1CCC(O)CC1	-7%	6%	0.6	-2	7%	-17%	-11%	-2%	-18%

An excerpt from above with just FUS yeast rescue and Abeta rescue.
molecule | FUS yeast rescue | Abeta rescue
O=C(Nc1ccccc1C(=O)NC(Cc1ccccc1)C(=O)NC1CCCCC1)c1ccccc1 (stereo not drawn) | 12% | -6%
N#Cc1ccc(Cl)cc1NC(=O)COC(=O)c1ccc(S(=O)(=O)N2CCCC2)cc1 | 0% | 4%
CCCC(=O)N1CCN(c2ccc(NC(=O)c3cccs3)cc2Cl)CC1 | 20% | -16%

The list continues:
SMILES	WRN helicase inh	aSyn yeast inh	IL2 activator	PI5P4K alpha inh	Abeta rescue	PLK1 PBD inh	EPAC1 ag	FUS yeast rescue	EPAC1 antag
CCN(CC)S(=O)(=O)c1ccc(OC)c(NC(=O)COc2ccc3c(C)cc(=O)oc3c2)c1	-8%	-3%	2.2	?	-6%	-17%	-5%	.	-15%
CCOC(=O)C1CCc2nc3ccccc3c(=O)n21 (stereo not drawn)	5%	4%	-0.8	-6	0%	-5%	5%	2%	4%
c1ccc(-c2cc(N3CCCCC3)nc(-c3ccccc3)n2)cc1	-5%	0%	0.8	3	2%	-9%	-3%	16%	-16%
CC(C)CCNC(=O)CCCn1c(=O)[nH]c2ccc(Br)cc2c1=O	-16%	-8%	-0.7	.	-10%	0%	-2%	25%	8%
N#Cc1c(Nc2ccccc2)c(C=O)c[nH]c1=O	5%	-1%	-0.5	-30	-1%	-7%	10%	-1%	10%
O=C(c1cccs1)N1CCc2ccccc21	1%	1%	-2.2	.	-29%	-13%	5%	27%	9%
